# HCMV inh – blocks human cytomegalovirus replication | HFF cells, HCMV-luciferase reporter, 72 h; stronger effect = lower value | activity change, negative = inhibition, % at 57.5 µM | actives 4.5% (n = 410,000) | AID 1259415; in the data active means activity change below about -60%; inconclusive means no clear call, values can overlap the other calls; inactive means above about -39%
#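 Steps: HFFs plated, 16 h 37C; compounds added; HCMV-luciferase added to MOI 1 PFU/cell; 72 h 37C; OneGlo reagent, 5 min room temperature; luminescence read, normalized to controls.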
# * hit, by the source's call; ? = inconclusive. On the % scale 0 is the no-effect control and ±100 the full control effect. An excerpt. The share of hits here may be higher or lower than overall.
SMILES,HCMV inh
Cc1ccc(S(=O)(=O)N2C[C@H]3C(=O)C[C@@H](c4ccc(Cl)cc4)N(S(=O)(=O)c4ccc(C)cc4)[C@H]3C[C@H]2c2cccc3ccccc23)cc1,18
CC(C)OC(=O)/C=C1\C[C@@H](c2ccccc2C(F)(F)F)O[C@@H](c2ccccc2C(F)(F)F)O1,0
Cc1ccc(C(=O)OCC(=O)NCc2ccc(Cl)cc2)s1,-12
COc1cc(C(O)c2nc(/C=C/c3ccc(C(F)(F)F)cc3)cs2)ccc1F (stereo not drawn),-32
O[C@H]1C[C@H](c2ccccc2)N(Cc2cccs2)C[C@@H]1n1cc(C2CC2)nn1,19
CCOC(=O)N1CCN(C(=O)C[C@@H]2C[C@@]3(C(=O)OCC)CCC=C3N(Cc3ccc(Cl)cc3Cl)C2=O)CC1,4
Nc1c(CNCc2nnn(Cc3ccccc3)c2N)nnn1Cc1ccccc1,-32
O=C(/C=C/[C@H]1O[C@@H](n2cnc3c(NC(=O)c4ccccc4)ncnc32)[C@H](O)[C@@H]1O)NCCc1c[nH]c2ccccc12,-1
Cc1[nH]c2ccccc2c1CC(=O)Nc1ccc(Nc2cccnc2)c(-c2cc(F)cc(F)c2)c1,-11
CC(C)c1nc(CNC(=O)CC2C(=O)NCCN2Cc2ccccc2)cs1 (stereo not drawn),-24
CC1(C(=O)NCCc2ccccc2)Cc2c(-c3cccc(C(F)(F)F)c3)ccnc2O1 (stereo not drawn),-62*
COCCNc1oc(/C=C/c2cccs2)nc1S(=O)(=O)c1ccccc1,-14
O=C(c1[nH]c(C(F)(F)F)nc1-c1ccccc1)N1CCN(Cc2c(F)cccc2Cl)CC1,-30
CC1(Cc2ccc(C(F)(F)F)o2)C(=O)Nc2ccc(-c3cccc(C(F)(F)F)c3)cc21 (stereo not drawn),-7
C[C@H]1CN([C@@H](C)CO)C(=O)CCCn2cc(nn2)CO[C@@H]1CN(C)S(=O)(=O)c1ccccc1F,2
COc1cccc(-c2cnc(C(O)c3ccc(F)c(C)c3)[nH]2)c1 (stereo not drawn),-6
Brc1ccc(-c2nc3ccc(Br)cn3c2Cc2ccccc2)cc1,28
COc1ccc(C2=NCC(C)n3nc4ccccc4c32)cc1 (stereo not drawn),9
CNc1cc(-c2ccc(O)cc2C)ncn1,69
O=C1NC[C@H](CCCCN2CCN(Cc3ccccc3)C(=O)C2=O)N(CCc2ccc(O)cc2)C1=O,-3
O=C(Cc1ccc(OCc2ccccc2)cc1)NCc1ccc2c(c1)OCO2,17
O=C(c1cccs1)N1CCN(Cc2nc(-c3ccccc3)no2)CC1,24
COc1ccc([C@@H]2[C@H](C(=O)N3CCCC3)CC(=O)N2C(=O)c2ccccc2)cc1,-4
O=C1[C@H]2[C@@H](c3ccccc3)N[C@]3(CCCN(Cc4ccco4)C3=O)[C@H]2C(=O)N1Cc1ccccc1,-8
O=C(OC1CC2CC1[C@H]1CCCCN1C2=O)N1CCCCC1 (stereo partly drawn),32

# Random excerpt: 4 records from the list.
SMILES,HCMV inh
Nc1c(CNCc2nnn(Cc3ccccc3)c2N)nnn1Cc1ccccc1,-32
COc1ccc(C2=NCC(C)n3nc4ccccc4c32)cc1 (stereo not drawn),9
COCCNc1oc(/C=C/c2cccs2)nc1S(=O)(=O)c1ccccc1,-14
Cc1ccc(C(=O)OCC(=O)NCc2ccc(Cl)cc2)s1,-12

# At a glance, part of the list above:
SMILES,HCMV inh
COc1ccc([C@@H]2[C@H](C(=O)N3CCCC3)CC(=O)N2C(=O)c2ccccc2)cc1,-4
O=C1[C@H]2[C@@H](c3ccccc3)N[C@]3(CCCN(Cc4ccco4)C3=O)[C@H]2C(=O)N1Cc1ccccc1,-8
O=C(OC1CC2CC1[C@H]1CCCCN1C2=O)N1CCCCC1 (stereo partly drawn),32

# Going on with the list.
SMILES,HCMV inh
CC(C)c1ccc([C@@H]2O[C@H](CCc3ccccc3)CC3=C2C(=O)OC(C)(C)O3)cc1,3
CC(C)Oc1ccc(Cl)cc1Nc1nc(NCCO)nc(N2CCCC2)n1,34
CC(=NNC(=S)N1CCCCC1)c1ccccn1,-98*
CNc1ncnc2c1ncn2[C@H]1CN(Cc2cccc3ccccc23)C[C@@H](CO)O1,38
CCOc1ccc(CCN2C(=S)N([C@@H](Cc3ccc(O)cc3)CN3CCC[C@@H]3CN3C(=S)NC[C@@H]3Cc3ccccc3)C[C@@H]2Cc2ccccc2)cc1,8
COc1ccc(-n2nnnc2C(c2cccs2)N2CCC3(CC2)C(=O)NCN3c2ccccc2)cc1 (stereo not drawn),-21
CC1(c2nnnn2Cc2ccccc2)CCC(=O)N1C1CC1 (stereo not drawn),15
COc1ccc(-c2ccc(C(=O)NCc3ccc(N4CCN(C)CC4)cc3)c3occc23)c(C)c1,15
CCOC=C1SC(=S)N(c2ccccc2OC)C1=O,34
O=C(NC1CCCC1)C1C(c2ccc(C(F)(F)F)cc2)=Nc2ccccc2N1C(=O)c1cccc2ccccc12 (stereo not drawn),10
COc1cccc(C(O)c2nc(-c3ccc4ccccc4c3)cs2)c1 (stereo not drawn),23
Cc1cc(C)c(NC(=O)COC(=O)C2=COCCO2)c(C)c1,-17
COc1ccc(-c2nc3c(Cl)cc(C(F)(F)F)cn3c2Cc2ccc(C)cc2)cc1OC,-34
CCCCCCN1CCN(C2CN(Cc3cn(Cc4ccccc4)nn3)S(=O)(=O)C2)CC1 (stereo not drawn),-22
O=C(NCc1ccccc1)c1cc(C2CCCCN2C(=O)c2ccc(Cl)cc2)on1 (stereo not drawn),0
C[C@H](CO)N1C[C@H](C)[C@@H](CN(C)S(=O)(=O)c2ccc(-c3ccccc3)cc2)OCc2cn(nn2)CCCC1=O,-3
CS(=O)(=O)Nc1cccc(-c2ccc3nncn3c2)c1,2
COc1ccc(/C=C2\SC(=O)N(CCCC(=O)Nc3ccc(C(=O)O)cc3)C2=O)cc1,-101*
CCOC(=O)N1C(=O)C[C@](Sc2ccc(OC)cc2)(c2nc(C)no2)[C@H]1c1ccc(OC)cc1,-22
CCOC(=O)C1CC(=NO)c2ccc(OC)c(OC)c2C1 (stereo not drawn),-26
CCc1cccc(CC)c1N1C(=O)CC(Sc2ccccc2N)C1=O (stereo not drawn),0
CC(=O)C[C@@H]1SC[C@H](c2ccccc2)N1S(=O)(=O)c1ccc(C)cc1,27
CS(=O)(=O)Nc1cccc(NC(=O)C2Cc3c(-c4ccccc4)ccnc3O2)c1 (stereo not drawn),38
Cc1ccc(-c2nc3ccc(Br)cn3c2Cc2cccc(F)c2)cc1,-2
CC(=O)Nc1ccc(CNc2nc3cc(-c4ccc(F)cc4)sc3c(=O)n2C)cc1,?

# Compounds listed so far with bromine (two):
SMILES,HCMV inh
Brc1ccc(-c2nc3ccc(Br)cn3c2Cc2ccccc2)cc1,28
Cc1ccc(-c2nc3ccc(Br)cn3c2Cc2cccc(F)c2)cc1,-2

# The list continues:
SMILES,HCMV inh
CC[C@@H]1CC2=C(C(=O)OC(C)(C)O2)[C@H](c2ccc(F)cc2)O1,18
CC(C)(C)c1ccc(C(O)c2ncc(-c3ccc(F)cc3)[nH]2)cc1 (stereo not drawn),9
COc1ccc(C(C)=O)cc1CN1C(=O)C(C)ON=C1c1ncccc1C (stereo not drawn),38
CN(CCc1ccccc1)c1cc2c(c3c1ccn3C)C1CCC2C1 (stereo not drawn),-31
Cn1c(N)c(C#N)c(-c2ccccc2)c(C#N)c1=O,-11
Cc1ccc(NC(=O)Cn2sc3ccccc3c2=O)cc1,?
COC(=O)C1=C(C)N(C)C(=NCc2cc(OC)c(OC)c(OC)c2)NC1c1cccc(Cl)c1 (stereo not drawn),-6
O=C(CN1CCOCC1)NN=Cc1ccc([N+](=O)[O-])o1,-10
CCN(CC)C(=O)c1ccc2sc([C@H]3C[C@H](O)[C@@H](CO)O3)nc2c1,-10
Cc1cccc(C)c1NC(=O)C1(C)CSCC(=O)N1CCc1ccccc1 (stereo not drawn),-4
COc1cccc(-c2ncn(CCc3ccccc3OC)c2C(C)C)c1,-101*
Cc1cn([C@H]2C[C@H](O)[C@@H](CCC(=O)NCc3ccc(N(C)C)cc3)O2)c(=O)[nH]c1=O,25
COc1ccc(S(=O)(=O)N(C)C[C@H]2OCc3cn(nn3)CCCC(=O)N([C@H](C)CO)C[C@@H]2C)cc1,4
CC(C)C[C@@H]1COc2cccc(N3CCC[C@@H]3CO)c2S(=O)(=O)N1,-32
O=C(N[C@H]1CC[C@H](CCNC(=O)C2CC2)O[C@@H]1CO)c1ccccn1,80
COc1ccccc1Cc1c(-c2ccc(C)cc2)nc2c3ccccc3ccn12,23
O=C(NC1CC1)c1ccc(CSCc2ccc(Cl)cc2)o1,-33
O=C(COC(=O)/C=C/c1cccc(F)c1)NCc1ccc2c(c1)OCO2,-4
CCN1CCN(C(C(=O)NC2CCCCC2)C2CC2)CC1 (stereo not drawn),5
CCNC(=O)C1(C)CCCN1C(=O)c1cc(C)on1 (stereo not drawn),1
Cc1ccc(S(=O)(=O)N2CCC(=O)N([C@H](COCc3cccc(Cl)c3)C(C)C)CC2)cc1,-11
COc1ccc(C(c2nnnn2C2CCCCC2)N2CCN(C/C=C/c3ccccc3)CC2)cc1 (stereo not drawn),15
C[C@H]1CN([C@@H](C)CO)S(=O)(=O)c2ccc(Br)cc2O[C@H]1CN(C)Cc1ccccc1F,11
CC(=O)Nc1cccc(-c2ccnc3c2CC(C)(C(=O)Nc2cccnc2)O3)c1 (stereo not drawn),15
COc1ccc([C@@H]2[C@@H](C)N(c3ccccc3)c3ccccc3C(=O)N2Cc2ccccc2)cc1,-25
# Continuation:
SMILES,HCMV inh
OC[C@@H]1CN(Cc2ccc3c(c2)OCO3)C[C@H](n2cnc3c(NCc4ccco4)ncnc32)O1,-20
O=C(COC(=O)c1ccco1)Nc1cccc(S(=O)(=O)N2CCOCC2)c1,-7
CCc1nc2ccc(C(=O)NCCCn3ccnc3)cn2c1N(C)Cc1ccc(N(C)C)cc1,-9
Cc1ccn2c(Cc3ccccc3)c(-c3ccc(F)cc3)nc2c1,34
CS(=O)(=O)Nc1ccc2c(c1)[C@H]1C[C@H](CC(=O)NCc3ccccc3)O[C@H](CO)[C@H]1O2,2
Cc1ccc(S(=O)(=O)N2[C@@H](Cc3ccccc3)CO[C@H]2CC(=O)c2cccs2)cc1,44
Cc1ccc(N(C)C)cc1,37
COc1ccc(CNC(=O)Nc2nc(C(N)c3ccccc3)cs2)cc1 (stereo not drawn),-29
CCCCCC(=O)N1C[C@H](n2cc(COC(=O)c3ccccc3)nn2)[C@@H](O)C[C@@H]1c1ccc(C)cc1,31
Cc1ccc2c(CC(=O)Nc3ccc4nc(N5CCOCC5)sc4c3)coc2c1,21
O=C(Nc1ccc(F)c(Cl)c1)C1Cc2c(-c3ccccc3Oc3ccccc3)ccnc2O1 (stereo not drawn),-26
Cc1cc(Cl)c2oc(C(=O)N3CCN(c4cnccn4)CC3)c(C)c2c1,13
CCNC(=O)C1(C)CCCN1C(=O)c1ccc(F)c(Cl)c1 (stereo not drawn),27
Cc1cccc(CN2[C@H](CO)C=CS2(=O)=O)c1,2
COc1ccc(OC)c(NC(=O)CCNC(=O)N2CC(=O)Nc3ccccc32)c1,-4
Cc1cc(F)ccc1C(O)c1ncc(-c2ccc3ccccc3c2)[nH]1 (stereo not drawn),16
COC(=O)C1=C(c2ccc(OCc3ccccc3)c(F)c2)C[C@@H]2CC[C@H]1N2C,?
O=C(NCc1cccc(Cl)c1)c1ccc(S(=O)(=O)N2CCCCC2)cc1,-36
Cc1ccc([C@H]2N[C@]3(CCCN(CC4CCCCC4)C3=O)[C@H]3C(=O)N(C)C(=O)[C@@H]23)cc1,8
CCCn1nc(C(=O)Nc2cccc(S(=O)(=O)N3CCOCC3)c2)c2ccccc2c1=O,22
CC1CCOC(=O)C=CC=CC(=O)OC2CC3OC4C5OC5(C)C(O)CC4(COC(=O)C1O)C2(C)C31CO1 (stereo not drawn),-98*
CCNC(=O)C1(C)CCCN(Cc2ccc(-c3ccccn3)cc2)C1 (stereo not drawn),-100*
COCCNC(=O)C1CCCN(C(=O)c2nc(C)oc2C)CC1 (stereo not drawn),30
C[C@H](CO)N1C[C@H](C)[C@H](CN(C)C(=O)Nc2ccc3c(c2)OCO3)Oc2ncc(Br)cc2C1=O,22
CC(C)c1cc(C(=O)N(C)C2CCCN(Cc3ccccc3F)C2)n(C)n1 (stereo not drawn),?
# New compounds follow
SMILES,HCMV inh
CC(=O)Nc1ccc(C(=O)N2CCCC(c3cc(C(=O)NCc4ccc(F)cc4)no3)C2)cc1 (stereo not drawn),11
COc1cccc(Nc2nccc3[nH]c(-c4cccc(C(F)(F)F)c4)nc23)c1,-18
Cc1ccc(S(=O)(=O)N[C@H](CO)C(C)C)cc1,52
Cc1noc(C)c1C(=O)N1CCC1(C)C(=O)NS(=O)(=O)c1ccccc1C(F)(F)F (stereo not drawn),9
C[C@@H]1CN([C@H](C)CO)C(=O)c2cc(-c3ccc(F)cc3)cnc2O[C@H]1CN(C)C(=O)c1ccc(F)cc1,6
CCOC(=O)C[C@@H]1OC[C@H](CO)N1S(=O)(=O)c1ccc(C)cc1,-11
NC(=O)C(CCc1nc2ccccc2[nH]1)NS(=O)(=O)c1ccccc1 (stereo not drawn),-35
O=C(Nc1ccc(Cl)cc1)c1ccc2sc([C@@H]3O[C@H](CO)[C@@H](O)[C@H]3O)nc2c1,154
COc1ccccc1N1CCCSC1=Nc1ccccc1,-1
CCCN1[C@@H]2c3cccc(=O)n3C[C@H]1[C@H](CO)[C@H]2C(=O)OC,-1

# Screening data: PubChem BioAssay, National Center for Advancing Translational Sciences (NCATS)
